p53 reactivation: mutant p53 re-activation in reporter cells. H1299 p53-A138V BP100-luciferase reporter, luminescence, 24 h. Potency, µM (series often up to 92.2 µM), for inactives: top-dose activity change, positive = activation, most hits filed as activators. actives 0.063% (n = 320,000). AID 504706; also: potency is read from the fitted curve at half-maximal effect; % of control where 0% means no effect; nearly all actives have a fitted effect of over 45% in size
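p53-null H1299 cells stably carrying temperature-sensitive p53-A138V and a BP100-luciferase reporter were pinned with compounds (4-point, 1:5 series) and held 24 hrs at 37 deg C. Luminescence was read 10 min after detection reagent.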
BRCA1 expr up: BRCA1 expression activation; MCF7-BRCA1-FFLuc reporter, luminescence, 48 h; response scale: scaled: vehicle 0%, 10 µM genistein 100%; Potency, µM (doses to about 46.1 µM), without a hit: at the highest dose activation, usual class: activators; actives 1.1% (n = 380,000); AID 624202; also: potency is read from the fitted curve at half-maximal effect; nearly all actives have a fitted effect of over 80% in size; some results filed as inactive show a strong effect at the top dose
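MCF7-BRCA1-FFLuc, 2000 cells/well; 2 h attach, 37 °C/5% CO2; compound 48 h; luciferase substrate 15 min; luminescence end-point. Norm. to genistein 10 microM max activation and DMSO; concentration-response curves fitted.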
ELG1 repair inh: ELG1-dependent DNA repair inhibition; HEK293T ELG1-luciferase reporter, luminescence, 16 h; DNA damage induced by 5-fluorouridine; Potency, µM (series often up to 46.1 µM), for the others: at the top dose activity change, negative = inhibition, actives largely listed as inhibitors; actives 2.3% (n = 330,000); also: potency is read from the fitted curve at half-maximal effect; % is scaled to controls: 0 for no effect and ±100 for the full control effect; nearly all actives have a fitted effect of over 55% in size
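In this reporter screen, reduction of luminescence relative to DMSO vehicle indicated activity. Compounds and 5-fluorouridine were added together to 2,000 cells per well, incubated for 16 hr at 37 °C, then developed with ONE-Glo.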
NPC1 promoter act: activators of NPC1 promoter. actives 2.4% (n = 320,000). Potency, µM (highest dose often 9.22 µM), for the others: top-dose activation, hits mostly activators. AID 485313. Huh7 NPC1 promoter luciferase reporter, 24 h;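 also: potency is read from the fitted curve at half-maximal effect; % of control where 0% means no effect; nearly all actives have a fitted effect of over 60% in size; reporter is driven by a mutant NPC1 promoter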
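Huh7 cells stably carrying NPC1 promoter–luciferase, plated in Opti-MEM with 10% FBS for 2 h, were exposed to compound in DMSO for 24 h at 37 °C; luciferase reagent was added for 10 min and luminescence read.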
TRPV1 ag: activates the human vanilloid receptor TRPV1; TRPV1-expressing cells, Fluo-8 calcium influx, agonist mode; activation, % at 8.33 µM; actives 0.19% (n = 320,000); AID 540275; in the data active = activation above about 80%; inconclusive = between about 30% and that limit; also: 0% is about no effect
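Cells expressing TRPV1 were dye-loaded with Fluo-8 and read kinetically: 10 s baseline, 3 min after compound (agonist portion), then 2 min after EC20 capsaicin (allosteric enhancer portion). Calcium-bound dye fluorescence at 480/520 nm.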
Tb PFK block: T. brucei PFK enzyme inhibition | T. brucei PFK, ADP-Glo luminescence | actives 0.17% (n = 330,000) | Potency, µM (series often up to 57.5 µM), for the others: at the top dose activity, negative = inhibition, usual class: inhibitors;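 also: potency is read from the fitted curve at half-maximal effect; 0% = uninhibited 1x PFK enzyme wells and -100% = no-enzyme wells; nearly all actives have a fitted effect of over 60% in size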
Target sequence (O15648 whole entry, looked up): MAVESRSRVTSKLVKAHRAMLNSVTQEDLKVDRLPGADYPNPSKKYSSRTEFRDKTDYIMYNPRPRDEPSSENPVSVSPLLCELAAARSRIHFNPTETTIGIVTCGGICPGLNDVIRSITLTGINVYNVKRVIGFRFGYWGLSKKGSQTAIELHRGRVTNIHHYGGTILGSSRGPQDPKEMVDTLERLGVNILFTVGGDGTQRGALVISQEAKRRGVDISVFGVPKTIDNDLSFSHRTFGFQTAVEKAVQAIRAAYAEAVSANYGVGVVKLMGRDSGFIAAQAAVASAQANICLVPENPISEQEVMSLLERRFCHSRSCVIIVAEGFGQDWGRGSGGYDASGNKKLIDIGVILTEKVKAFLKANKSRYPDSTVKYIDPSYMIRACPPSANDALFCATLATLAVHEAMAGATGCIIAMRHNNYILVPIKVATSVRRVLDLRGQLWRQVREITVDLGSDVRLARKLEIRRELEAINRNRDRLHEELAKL
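Compounds were pin-transferred as a titration series up to 57 uM into substrate buffer (0.5 mM F6P, 0.1 mM ATP, pH 8.0), then 1.25 nM PFK was added and reactions ran 45 min before ADP-Glo detection.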
RORg inh: inhibitors of mouse ROR gamma transcriptional activity. Potency, µM (doses to about 53.6 µM), inactives show at the highest dose activity change, negative = inhibition, usual class: inhibitors. Drosophila S2 Gal4-RORgamma UAS-luciferase reporter, 20 h. actives 5.4% (n = 310,000). P51450; also: potency is read from the fitted curve at half-maximal effect; % is scaled to controls: 0 for no effect and ±100 for the full control effect; nearly all actives have a fitted effect of over 60% in size
Target sequence (P51450 whole entry, looked up, the tested form may be a part): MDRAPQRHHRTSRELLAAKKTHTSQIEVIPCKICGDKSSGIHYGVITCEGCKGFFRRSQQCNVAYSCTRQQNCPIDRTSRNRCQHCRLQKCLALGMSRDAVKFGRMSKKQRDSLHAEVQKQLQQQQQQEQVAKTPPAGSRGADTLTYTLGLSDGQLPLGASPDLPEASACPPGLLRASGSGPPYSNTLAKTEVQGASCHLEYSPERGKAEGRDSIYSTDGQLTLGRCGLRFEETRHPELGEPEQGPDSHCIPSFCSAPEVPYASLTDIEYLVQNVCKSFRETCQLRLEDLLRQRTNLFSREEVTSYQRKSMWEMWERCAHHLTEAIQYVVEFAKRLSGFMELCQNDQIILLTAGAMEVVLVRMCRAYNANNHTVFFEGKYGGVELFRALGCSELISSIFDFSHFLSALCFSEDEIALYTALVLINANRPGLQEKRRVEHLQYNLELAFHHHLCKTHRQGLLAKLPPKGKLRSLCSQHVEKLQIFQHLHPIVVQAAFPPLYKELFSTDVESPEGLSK
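Stable Schneider cell line, Gal4 DNA-binding domain fused to ROR gamma, UAS-luciferase. Cmpd 1 hr RT → CuSO4 700 uM final → 20 hr RT → luciferase reagent 10 min → luminescence.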
ELG1 genotox: induces genotoxicity in HEK293T cells with luciferase-tagged ELG1. HEK293T ELG1-luciferase reporter, luminescence, 16 h. Potency, µM (series often up to 46 µM), without a hit: top-dose activity change, positive = activation, usual class: activators. actives 1.3% (n = 330,000). AID 504466; also: potency is read from the fitted curve at half-maximal effect; % of control where 0% means no effect; nearly all actives have a fitted effect of over 60% in size
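Genotoxic stress is detected as increased luminescence from luciferase-tagged ELG1 in HEK293T cells, measured with ONE-Glo after a 16 hr treatment at 37 °C.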
FLuc counter: counter-screen for miR-21 project: firefly luciferase inhibitors or activators. P08659. purified FLuc, Km substrates, luminescence inhibition. Potency, µM (series often up to 57.5 µM), without a hit: top-dose activity change, negative = inhibition, hits mostly inhibitors. actives 6.9% (n = 360,000). AID 588342;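 also: potency is read from the fitted curve at half-maximal effect; plate controls were vehicle for no effect and reference inhibitor for full effect; nearly all actives have a fitted effect of over 55% in size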
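Purified P. pyralis luciferase (10nM final) with 10uM D-luciferin and 10uM ATP (Km levels) in 50mM Tris acetate pH 7.5, 10mM Mg acetate, 0.01% Tween-20, 0.05% BSA; qHTS 6-point titration, ~60 µM downward; luminescence read.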
Gal4-VP16 FLuc: inhibits Gal4-VP16 luciferase reporter, ROR gamma counter-screen | Drosophila S2 Gal4-VP16 UAS-luciferase, luminescence, 20 h | Potency, µM (titrated, usually from 53.6 µM), for the others: top-dose activity, negative = inhibition, hits mostly inhibitors | actives 3.5% (n = 310,000);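 also: Gal4-VP16 expression switched on by copper sulfate through the metallothionein promoter; potency is read from the fitted curve at half-maximal effect; % is scaled to controls: 0 for no effect and ±100 for the full control effect; nearly all actives have a fitted effect of over 50% in size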
Rab9 prom act: activators of Rab9 promoter. Potency, µM (top dose mostly 9.22 µM), inactives show at the highest dose activation, negative = inhibition, hits mostly activators. actives 2.8% (n = 320,000). Huh7 Rab9 promoter-luciferase reporter, luminescence, 24 h; also: potency is read from the fitted curve at half-maximal effect; % of control where 0% means no effect; nearly all actives have a fitted effect of over 60% in size
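Rab9 promoter-driven luciferase in stably transfected Huh7 cells; 1500 cells/well rested 2 h, exposed to compound in DMSO for 24 h at 37 °C, 5% CO2. Luminescence read 10 min after adding luciferase reagent at ambient temperature.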
Starred values were filed as active, the others as inactive; ? = inconclusive; . = not tested or not shown; [ ] = remark or other dose. Unless noted, calls follow the shape of the dose curve; as a rule, active = well fitted curve in the direction sought with a large enough effect; inconclusive = small, poorly fitted or top-dose-only effect, or another doubt; inactive = no such curve, though single readings can be large; an effect the other way counts as inactive or inconclusive. Not a hit list; overall some 15% were active at least once.

Each structure is followed by: p53 reactivation, BRCA1 expr up, ELG1 repair inh, NPC1 promoter act, TRPV1 ag, Tb PFK block, RORg inh, ELG1 genotox, FLuc counter, Gal4-VP16 FLuc, Rab9 prom act
- O=C(CCCN1C(=O)NC2(CCCC2)C1=O)Nc1ccc(F)cc1
  6.3%, -5.4%, 16.6%, -5.4%, 0.9, 0.0%, ., -0.1%, 2.6%, ., -7.3%
- Cc1ccc(OCCn2cc(/C=C3\C(=O)NN(c4ccccc4)C3=O)c3ccccc32)cc1
  1.3%, -29.5%, ?, 1.9%, -2.8, -0.4%, 24.7%, -0.5%, ?, -6.2%, -3.7%
- O=C(N/C(=C\c1ccc([N+](=O)[O-])cc1)C(=O)N1CCCCC1)c1ccco1
  5.1%, -4.2%, -13.8%, -4.7%, -0.2, -8.2%, 22.3%, 4.7%, 0.9%, 2.4%, 3.1%
- O=C(COC(=O)/C=C/c1cccc(F)c1)NC1CCCC1
  1.8%, 0.2%, 4.2%, 0.3%, 0.5, 4.3%, ., 4.4%, 0.0%, ., -0.8%
- COc1ccc(NC(=O)N2CCCCCC2)c(OC)c1
  13.8%, -19.3%, 21.3%, 8.7%, -1.4, -5.1%, -8.0%, 6.5%, -1.2%, 8.8%, 2.0%
- CCOC(=O)c1sc(NC(=S)NC(=O)c2ccccc2)c(C(=O)OCC)c1C
  -0.5%, -27.5%, -9.1%, -0.7%, 1.4, -3.2%, 2.24µM*, 13.8%, 2.6%, ?, -0.1%
- C=C[C@@H]1c2c(F)cccc2N(S(=O)(=O)c2ccc(C)cc2)[C@H](c2ccc(C(=O)OC)cc2)C1(C#N)C#N
  0.8%, -27.4%, 8.8%, -8.0%, 0.5, 0.1%, ., -1.0%, 1.3%, ., -12.6%
- CCOCCCNC(=O)c1c(N)n(-c2ccc3c(c2)OCO3)c2nc3ccccc3nc12
  1.1%, -18.3%, -4.7%, -1.7%, 24.3, 0.8%, 23.8%, 4.6%, 1.8%, -6.2%, -0.7%
- N#Cc1c(NC(=O)CSc2nc3ccccc3s2)sc2c1CCCC2
  -4.8%, -40.6%, -20.7%, 6.4%, -2.8, -2.6%, 11.2%, -3.7%, -17.5%, 1.3%, 1.5%
- CCN(C(=O)c1ccco1)c1nc(-c2ccc(OC)cc2)cs1
  ., ?, ?, 3.16µM*, 0.0, -0.1%, 52.3%, ?, 12µM*, -6.1%, 3.98µM*
- Cc1ccc(CNC(=O)CSc2c3c(nc4ccc(Cl)cc24)CCCC3)o1
  -3.1%, -59.3%, ?, -0.4%, ?, -1.4%, ?, 0.4%, -6.0%, -1.7%, 12.2%
- CC1=NN(c2ccccc2)C(=O)C1N=Nc1ccc(S(N)(=O)=O)cc1 (centres undefined)
  -4.6%, -39.7%, 0.0%, 5.4%, 8.0, -1.9%, -28.7%, 3.5%, -1.6%, -19.2%, 10.8%
- CCOc1ccc(-c2nc(CSc3nnc(N)s3)cs2)cc1OC
  7.1%, 38.5%, ?, -3.2%, 22.9, 0.5%, 25.4%, 4.5%, ?, 5.5%, 13.0%
- O=C(CNC(=O)c1ccc(Cl)cc1Cl)OCC(=O)N1CCN(c2ccccc2)CC1
  -0.9%, -8.8%, 22.0%, 0.1%, 1.2, 0.3%, 1.1%, 1.5%, -4.4%, -4.2%, -2.3%
- Cc1cccc(NC(=O)CNC(=O)c2ccccc2Cl)n1
  18.4%, 26.3%, ?, 3.2%, 0.9, -0.5%, 9.7%, 7.6%, -3.1%, 18.1%, 6.3%
- COC(=O)C(C)NC(=O)C12CC3CC(CC(C3)C1)C2 (centres undefined)
  5.8%, -0.5%, 10.3%, -1.0%, 0.3, -5.8%, -5.1%, 0.0%, -0.7%, -0.8%, 3.5%
- Cc1ccc([C@@H]2CC=C(C(=O)O)CN2S(=O)(=O)c2ccccc2C)cc1
  -5.9%, 0.0%, 23.2%, -1.2%, -0.8, -19.0%, ., -1.0%, 7.9%, ., -7.3%
- CC(=O)N1CCSc2ccc(S(=O)(=O)NCc3ccccc3)cc21
  3.9%, -17.7%, -0.5%, -5.5%, 25.2, -0.7%, 25.7%, -5.4%, -0.3%, -8.9%, -10.9%
- Cc1cccc(C(C(=O)NC2CCCC2)N(Cc2cccnc2)C(=O)c2csnn2)c1 (centres undefined)
  -2.1%, -0.4%, 5.6%, ?, 1.5, 0.4%, -1.0%, 0.0%, 0.3%, -6.7%, -2.5%
- CC1CCC/C(=C\Nc2ccccc2C(=O)O)C1=O (centres undefined)
  ?, 18.7%, ?, 19.5%, -5.5, 4.6%, -23.3%, 12.2%, 23.9µM*, 6.6%, 0.1%
- CCC(C)C(=O)Nc1nnc(SCC(=O)NC(C)(C)C)s1 (centres undefined)
  -4.9%, -5.4%, -2.0%, -1.3%, -2.8, -3.0%, 31.2%, -2.3%, -1.6%, -9.4%, 14.5%
- Cc1[nH]c(=O)[nH]c(=O)c1/C=N\NC(=O)CCc1ccc(OC(C)C)cc1
  0.7%, ., -10.6%, -8.8%, 1.8, 1.0%, -26.2%, -4.2%, -12.0%, 1.6%, 11.9%
- CCOC(=O)Cc1csc(N/C(=N/S(=O)(=O)c2ccc(Cl)cc2)c2ccccc2)n1
  -3.0%, -26.8%, -0.7%, -3.0%, -0.7, 6.7%, 8.6%, 1.7%, 0.5%, 4.0%, -9.8%
- Cc1cccc(N(CC(=O)N/N=C/c2ccc(OCC(=O)NCc3ccco3)cc2)S(C)(=O)=O)c1C
  -1.1%, 0.0%, -18.6%, 0.5%, 0.9, 1.5%, 40.1%, 1.5%, 3.7%, 0.8%, -5.4%
- CCN(CC)CC(O)CN1C(=O)NC(C)(C)C1=O (centres undefined)
  2.7%, -26.3%, ?, -3.0%, -1.1, -3.2%, 1.3%, 1.3%, -2.6%, -8.7%, 10.3%
- CCOC(=O)CCCNc1ccc([N+](=O)[O-])cc1[N+](=O)[O-]
  8.3%, -12.8%, -4.7%, -1.7%, -11.1, -3.4%, 15.3%, 2.8%, 1.9%, 5.6%, 0.1%
- O=C(NCCCN1CCOCC1)C(=O)N/N=C/c1ccc(F)cc1
  0.3%, 4.3%, 7.7%, -4.4%, -2.8, -6.9%, -6.1%, -0.3%, -0.9%, 4.3%, -3.1%
- Cc1cccc(CN2CCOCCS2(=O)=O)c1
  ., -0.8%, 16.8%, -1.2%, 0.3, -4.0%, -16.9%, 1.0%, 0.9%, 7.4%, 4.5%
- CCCCC(=O)Nc1ccc(C(=O)NNC(=O)c2cccs2)cc1
  2.2%, 22.3%, 13.7%, -2.6%, 7.2, -0.1%, 10.2%, 1.6%, 1.6%, -2.4%, 1.7%
- CCN(CCn1cccn1)C(=O)c1cccc(OC2CCN(S(C)(=O)=O)CC2)c1
  ?, -3.8%, 3.6%, 0.6%, 0.0, 5.7%, 12.6%, -2.6%, 3.3%, 2.0%, -1.5%

NPC1 promoter act, what is marked active above
| smiles | p53 reactivation | BRCA1 expr up | NPC1 promoter act | TRPV1 ag | Tb PFK block | RORg inh | Rab9 prom act |
| --- | --- | --- | --- | --- | --- | --- | --- |
| CCN(C(=O)c1ccco1)c1nc(-c2ccc(OC)cc2)cs1 | . | ? | 3.16µM* | 0.0 | -0.1% | 52.3% | 3.98µM* |

(list continues)
Each structure is followed by: p53 reactivation, BRCA1 expr up, ELG1 repair inh, NPC1 promoter act, TRPV1 ag, Tb PFK block, RORg inh, ELG1 genotox, FLuc counter, Gal4-VP16 FLuc, Rab9 prom act
- CCOC(=O)N1CCN(CC(O)COc2cc(C)cc(C)c2)CC1 (centres undefined)
  -3.6%, -24.8%, 8.7%, -2.7%, 0.4, -0.6%, 5.0%, 2.4%, -0.3%, 1.6%, -2.7%[1.84 µM]
- N/C(=N\OC(=O)Nc1ccccc1)c1ncc(C(F)(F)F)cc1Cl
  14.1%, 34.9%, ?, 23.9%, 1.0, 2.2%, 29.5%, 23.1µM*, 12µM*, -5.5%, ?
- CCOc1ccc(C(=O)N2CCN(c3ccccc3)CC2)cc1
  4.5%, 9.4%, 13.8%, 4.3%, 4.5, -5.6%, 17.7%, 5.2%, -15.0%, 2.0%, 2.6%
- C=CCn1c(CCNC(=O)c2cccs2)n[nH]c1=S
  3.4%, -6.2%, 2.3%, -6.2%, -5.8, -4.1%, 17.8µM*, 1.8%, 0.6%, ?, 2.1%
- Cn1nnnc1SCC(=O)Nc1ccccc1C(=O)NC1CC1
  -3.1%, -9.9%, 5.9%, -0.4%, 0.0, -1.7%, 14.1%, -0.2%, -1.0%, 2.9%, 1.5%
